Screening data: PubChem BioAssay, several laboratories
Mcl1-Bid inh = disrupts binding of human Mcl-1 to Bid peptide. Q07820. TR-FRET Mcl-1/Bid-Dy647 peptide binding, 1536-well. inhibition, % at 21.7 µM. actives 0.97% (n = 220,000). AID 1021;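 active = compounds that cut the binding signal by more than half at the single screening dose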;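 also: His-tagged Mcl-1 with europium anti-His antibody binding Bid BH3 peptide; 0% = Mcl-1 plus peptide wells and 100% = peptide-only wells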
Target sequence (Q07820 whole entry, looked up): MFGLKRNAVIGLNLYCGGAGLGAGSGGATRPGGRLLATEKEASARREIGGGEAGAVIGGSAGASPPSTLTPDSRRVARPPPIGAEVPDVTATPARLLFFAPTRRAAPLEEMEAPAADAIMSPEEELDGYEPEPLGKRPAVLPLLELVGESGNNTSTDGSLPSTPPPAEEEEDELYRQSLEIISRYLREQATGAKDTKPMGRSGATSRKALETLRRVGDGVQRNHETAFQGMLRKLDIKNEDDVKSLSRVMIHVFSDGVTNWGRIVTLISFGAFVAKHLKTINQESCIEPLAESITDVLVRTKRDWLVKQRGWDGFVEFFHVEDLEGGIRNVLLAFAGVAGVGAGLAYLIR
GSH fluor = compound fluoresces at 488/530 nm on GSH beads; GSH beads flow cytometry, compound fluorescence 488/530 nm; stronger effect = higher value; fluorescence (KMESF) at 10 µM; actives 0.25% (n = 190,000); in the data active = fluorescence above about 89;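 also: glutathione beads carrying GST-tagged Bcl family fusion proteins plus one bare bead set; values are compound well signal with DMSO vehicle wells as background; inactives centre near 16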
Pf gametocyte = kills late stage P. falciparum gametocytes | P. falciparum stage V gametocytes, ATP luminescence, 24 h | inhibition, % at 10.9 µM | actives 0.065% (n = 150,000) | AID 743093;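 active = inhibition above the mean plus 3 SD of compounds within the control limits, set per campaign, cut at about 38% in these data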;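 also: 0% = DMSO wells and 100% = medium only without gametocytes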
HRas wt GTP = modulators of GTP binding to human HRas wildtype; GST-Ras wt beads, Bodipy-FL-GTP binding, flow cytometry; actives lie on both sides; GTP binding activity, % at 10 µM; actives 0.14% (n = 190,000);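 active = GTP binding activity at least 20% away from the 100% baseline, either lowered as inhibitor or raised as activator; inconclusive = flagged as likely green fluorescent, judged across all proteins in the well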;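 also: 0% = unlabeled GTP competition control and 100% = no-compound control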
Target sequence (P01112 whole entry, looked up): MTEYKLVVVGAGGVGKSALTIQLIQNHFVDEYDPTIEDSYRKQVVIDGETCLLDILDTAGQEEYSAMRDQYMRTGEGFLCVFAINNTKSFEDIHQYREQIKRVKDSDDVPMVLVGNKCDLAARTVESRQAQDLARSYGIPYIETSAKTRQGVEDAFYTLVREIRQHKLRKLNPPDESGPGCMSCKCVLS
Mcl1-Noxa inh = Mcl-1/Noxa interaction inhibition; TR-FRET Mcl-1/Noxa peptide binding, 2 h; inhibition, % at 21.7 µM; actives 1.5% (n = 220,000); AID 1022;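 active = compounds that cut the protein-peptide binding signal by more than 50% relative to plate controls in a single-dose test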;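 also: His-tagged Mcl-1 with rhodamine Noxa BH3 peptide and terbium anti-His antibody; 0% = Mcl-1 plus Noxa peptide wells and 100% = peptide-only wells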
Avidin bead fluor = compound fluoresces at 488/530 nm on avidin beads. compound fluorescence 488/530 nm, flow cytometry; stronger effect = higher value. fluorescence (KMESF) at 10 µM. actives 0.38% (n = 220,000). AID 1775; in the data active = fluorescence above about 47; also: inactives centre near 10
Rac1 act GTP bind = modulators of GTP binding to human Rac1 activated mutant | P63000 | GST-Rac1 activated beads, fluorescent GTP binding, flow cytometry; actives lie on both sides; 100% means binding = to untreated wells | percent activity (GTP binding), % at 10 µM | actives 0.11% (n = 190,000) | AID 764;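 active = GTP binding at least 20 percentage points away from the 100% baseline, in either direction, so actives lie on both sides; inconclusive = Compound likely fluorescent itself, or too few beads counted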
Rab7 wt GTP bind = modulators of GTP binding to dog Rab7 wildtype GTPase | actives 0.055% (n = 190,000) | GST-Rab7 beads, fluorescent GTP binding, flow cytometry; actives lie on both sides; untreated = 100%, excess cold GTP = 0% | GTP binding activity (percent of control), % at 10 µM | AID 758;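 active = fluorescent GTP binding to Rab7 beads changed by at least 20 points from the 100% baseline, either direction, mostly lower; inconclusive = compound itself probably fluorescent, or too few beads counted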;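 also: median green fluorescence of bound Bodipy-FL-GTP per Rab7 bead population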
Rab2 wt GTP = changes GTP binding to wildtype dog Rab2A, up or down | P61105 | GST-Rab2 wt beads, Bodipy-GTP binding, flow cytometry | GTP binding activity, % at 10 µM | actives 0.19% (n = 190,000) | AID 760;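 active = GTP binding activity at least 20 points away from 100%, either lowered or raised; inconclusive = signal likely due to the compound's own green fluorescence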;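 also: 0% = beads with excess unlabeled GTP and 100% = no-compound control corrected for plate trend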
Rac1 wt GTP bind = human Rac1 wildtype GTP binding, inhibitors and activators | AID 757 | GST-Rac1 beads, fluorescent GTP binding, flow cytometry; actives lie on both sides; 0 = cold GTP competed, 100 = untreated | GTP binding activity (% of control), % at 10 µM | actives 0.27% (n = 190,000) | P63000;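 active = GTP binding activity at least 20 points away from the 100% control level, either lower or higher; inconclusive = compound flagged as likely green fluorescent, judged across all proteins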
Cdc42 wt = changes GTP binding to wildtype human Cdc42; P60953; GST-Cdc42 beads, Bodipy-GTP binding, flow cytometry; actives lie on both sides; percent activity (GTP binding), % at 10 µM; actives 0.2% (n = 190,000);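 active = percent activity GTP binding at least 20 points away from the 100% baseline, either down as inhibitor or up as activator; inconclusive = compound flagged as likely green fluorescent from well-wide comparison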;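 also: median bead fluorescence of bound Bodipy-FL-GTP at 100 nM; 0% = excess unlabeled GTP control and 100% = no compound control; below 100% means less GTP binding so inhibitor and above means activator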
Target sequence (P60953 whole entry, looked up): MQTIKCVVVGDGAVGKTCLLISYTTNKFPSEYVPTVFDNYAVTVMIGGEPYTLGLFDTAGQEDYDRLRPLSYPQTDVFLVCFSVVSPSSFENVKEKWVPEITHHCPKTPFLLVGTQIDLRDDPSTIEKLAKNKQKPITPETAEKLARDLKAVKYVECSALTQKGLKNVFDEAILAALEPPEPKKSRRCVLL
Active calls of the source: *; u = inconclusive; x = not tested or not shown.

SMILES	Mcl1-Bid inh	GSH fluor	Pf gametocyte	HRas wt GTP	Mcl1-Noxa inh	Avidin bead fluor	Rac1 act GTP bind	Rab7 wt GTP bind	Rab2 wt GTP	Rac1 wt GTP bind	Cdc42 wt
Cc1ccc(S(=O)(=O)NC2=NCN(Cc3cccnc3)CN2)cc1	-26	12	6	101	5	17	97	101	101	100	101
Cc1ccccc1Cn1cnc2c(oc3ccccc32)c1=O	0	11	-23	96	24	9	92	100	100	98	94
Cc1ccc(C(=O)OC/C(O)=C(\C#N)c2nc3ccccc3[nH]2)cc1S(=O)(=O)N1CCOCC1	-28	11	7	98	-18	6	96	98	98	99	103
Clc1ccccc1CSC1=NCCCN1	13	35	x	100	22	17	98	106	102	104	100
CCC1CCCCN1C(=S)NC(=O)c1ccc(F)c(S(=O)(=O)N2CCOCC2)c1 (centres undefined)	-57	21	9	97	30	10	95	98	95	99	96
Cc1ccccc1C(=O)NC(CC(C)C)C(=O)OCc1cc(=O)n2cc(Br)ccc2n1 (centres undefined)	0	10	25	98	-9	5	95	97	95	99	94
CCc1n[nH]c(=S)n1/N=C/c1ccc(NC(C)=O)cc1	-58	13	6	94	35	11	94	92	95	98	93
Nc1scc(-c2ccncc2)c1Cl	4	28	x	100	29	31	99	100	99	110	103
CC(C)(C)OC(=O)N1CCC(C(=O)N2CCCCCC2)CC1	-1	14	x	101	9	24	102	104	99	106	106
O=C(Nc1ccc(N2CCCCC2)c(C(=O)O)c1)c1ccco1	-5	19	x	98	11	10	97	97	96	95	97
CC1CCN(S(=O)(=O)N2CCC(C(=O)NC3CCCC3)CC2)CC1	-2	13	x	96	8	9	96	95	98	99	97
Cc1ccccc1CN(C)CCc1ccccn1	43	15	-9	96	24	10	96	104	99	98	94
COc1ccc(-n2cnc3cc(NS(=O)(=O)c4ccccc4)ccc32)cc1	1	22	1	103	12	5	100	99	103	104	101
COc1ccc(C2CC(c3cccc(C)c3)n3ncnc3N2)cc1 (centres undefined)	6	17	x	97	13	3	94	96	97	97	96
O=C(NC(=S)NC1CCCC1)c1ccccc1Br	-33	11	-2	99	1	2	99	101	97	101	99
Brc1c(CSc2nc3ccccc3o2)nc2ncccn12	5	13	x	98	18	38	95	94	95	94	97
CCCCOc1ccc(C(=O)N2CCCC2)cc1	-14	50	x	104	-22	14	99	103	103	103	103
O=[N+]([O-])c1ccc(/C=N/n2c(-c3cccnc3)n[nH]c2=S)cc1	-55	14	-8	93	19	20	93	96	92	94	93
O=C(CN1CCOCC1)Nc1ccccc1Cl	3	14	x	98	-5	16	96	93	96	95	97
CCCN(CCC)c1nc(Cl)nc(NCCN2CCOCC2)n1	-4	9	7	101	6	20	96	103	100	97	98
CN(C)C(=O)c1c2c(nc3ccccc13)-c1ccccc1CC2	-26	18	x	100	23	22	100	102	101	104	102
Cc1ccccc1-n1nc(C(=O)O)c(C)c(C#N)c1=O	-15	255*	9	101	-1	7	96	101	100	102	101
CCOc1cc(N2CCOCC2)c(OCC)cc1NC(=O)C(NC(=O)c1ccco1)C(C)C (centres undefined)	-5	46	-5	100	11	9	99	100	100	105	100
Cc1ccc2nc(C3CCN(CC(=O)N4CCCCCC4)CC3)[nH]c2c1	-14	11	x	96	13	x	94	98	96	98	96
CN(c1ccccc1)S(=O)(=O)c1ccc(C(=O)OCC(=O)NCc2ccco2)cc1	-15	32	9	98	25	4	97	98	98	97	99
Cc1ccc2c(Cl)c(C)c(N3CCCC3)nc2n1	-7	17	13	99	17	19	101	103	99	100	102
Cc1cccc(C(=O)Nc2nccs2)c1[N+](=O)[O-]	-12	6	x	101	13	8	102	101	99	104	102
CCCn1nc(C(=O)OCC(=O)c2ccc3c(c2)NC(=O)CO3)c2ccccc2c1=O	-1	15	-26	96	-54	x	95	96	93	101	99
OC1(c2ccccc2F)CCN(Cc2nnc(-c3ccccc3)o2)CC1	-6	29	x	97	13	15	95	98	96	94	98
NC1=NC(=O)C2(COC(c3ccncc3)OC2)S1 (centres undefined)	-9	10	8	95	3	25	95	97	95	95	97
N#CCC(=O)Nn1c(=S)[nH]c2ccccc2c1=O	-48	15	19	101	31	17	98	96	99	106	103
Cc1nnc(SCC(=O)Nc2nccs2)s1	-1	23	4	98	4	32	97	100	100	103	104
COC(=O)CNc1cccc(C(F)(F)F)c1	-22	11	10	98	-1	11	98	97	98	99	99
CCN=C1SC(C(N)=O)CC(=O)N1CC (centres undefined)	-19	8	x	102	-7	11	96	100	99	97	100
Cc1cc(C)cc(-n2nnnc2SCC(=O)Nc2nc(-c3ccc(F)cc3)cs2)c1	-10	24	13	94	x	10	95	94	95	93	97
COc1ccccc1C(=O)NC(=S)/C=C1/N(C)c2ccccc2C1(C)C	-59	7	-13	98	17	13	98	99	99	102	100
CC(=O)Nc1ccc(S(=O)(=O)Nc2ccc(N3CCOCC3)cc2)cc1	-66	5	x	101	6	7	100	97	98	103	104
COc1ccc(N(C(=O)c2ccc(Br)o2)C2C=CS(=O)(=O)C2)cc1 (centres undefined)	-4	21	-3	u	0	8	u	u	u	u	u
COc1ccc(CCNC(=O)c2cc(S(=O)(=O)N(C)c3ccccc3)ccc2Cl)cc1	-7	21	7	99	8	9	96	99	97	102	101
O=C1SC(SCc2ccccc2)=N/C1=C\c1ccco1	-24	27	x	93	23	13	92	91	91	90	97
Cc1ccc(NCc2ccccc2O)c(C)c1	-43	9	3	98	2	21	97	98	97	97	99
CCN(CC)c1ccc(NC(=O)CSc2nc3ccccc3c(=O)[nH]2)cc1	-10	24	-33	96	17	15	92	96	95	89	95
N#CC1=C(SCC(=O)Nc2nccs2)NC(=O)CC1c1ccccc1 (centres undefined)	-48	45	10	101	0	4	100	101	100	106	102
OCCC1CN(Cc2ccccc2-c2ccco2)CCN1Cc1ccccc1 (centres undefined)	-26	13	x	100	3	6	98	100	99	100	100
COc1cc2c(C)nc(C)c(C#N)c2cc1OC	28	12	2	96	21	38	95	96	94	94	96
Cc1nc(-c2cccc(C(F)(F)F)c2)sc1C(=O)O	0	15	-60	103	9	25	96	110	102	105	98
Cn1c(N)c(C(=O)CSc2nc3ccccc3c(=O)n2CCCN2CCOCC2)c(=O)n(C)c1=O	-5	12	7	94	6	24	97	96	95	102	97
COc1ccc(C(=O)OCC(=O)Nc2cc(S(=O)(=O)N3CCOCC3)ccc2N2CCCC2)cc1	-26	15	-17	99	14	11	96	101	98	98	94
Cc1cccc(NC(=S)N(CCc2nc3cc(C)c(C)cc3[nH]2)Cc2cccnc2)c1	-15	14	x	100	7	10	97	102	100	101	98
COc1ccccc1NS(=O)(=O)c1cccc(C(=O)N/N=C/c2ccccc2OCC(=O)O)c1	-15	11	-24	92	22	13	92	91	89	93	93
COC(=O)CSc1nc(N2CCCCC2)c2c(c1C#N)CCCC2	14	21	x	97	-15	9	95	95	95	93	96
COc1cccc(NC2=NC3(CCCCC3)N=C(N)N2)c1	1	11	4	98	-15	40	95	94	97	98	100
CC1=NOC(=O)/C1=C\c1ccc(-c2ccccc2Br)o1	-5	18	x	97	48	8	92	94	93	97	95
Cc1nn(C)c(C)c1C1C(C#N)=C(N)OC2=C1C(=O)CCC2 (centres undefined)	-19	9	-19	96	-3	4	97	97	95	96	93
COc1ccc(CCNC(=O)c2cc(=O)[nH]c3ccc(Br)cc23)cc1OC	-18	20	-10	99	4	13	101	101	99	101	102
COc1ccc(NC(=O)Nc2ccon2)c(OC)c1	-59	12	-2	99	-5	6	96	108	100	100	103
COc1ccccc1N1CCN(C(=O)CCn2c(=O)[nH]c3ccccc3c2=O)CC1	-24	40	1	101	11	8	98	98	100	102	99
CC(C)C(=O)Nc1cccc(S(=O)(=O)c2cccc(NC(=O)C(C)C)c2)c1	-7	19	x	96	-4	4	94	96	96	95	96
O=C1C(Cl)=C(Nc2ccccc2)C(=O)c2ccccc21	-51	13	-3	97	10	3	96	98	97	100	97
Cc1cccc(OCC(=O)Nc2ccccc2N2CCCCC2)c1	-16	21	2	109	8	14	101	106	109	107	109

Carrying on:
SMILES	Mcl1-Bid inh	GSH fluor	Pf gametocyte	HRas wt GTP	Mcl1-Noxa inh	Avidin bead fluor	Rac1 act GTP bind	Rab7 wt GTP bind	Rab2 wt GTP	Rac1 wt GTP bind	Cdc42 wt
CC(O)Cn1nc([N+](=O)[O-])nc1N (centres undefined)	-6	10	x	95	-2	19	95	94	95	95	97
Cc1cccc(N2C(=O)CN(Cc3cccs3)C2=S)c1	-6	16	x	97	4	6	97	95	96	99	99
CC(OC(=O)CCc1nc2ccccc2c(=O)[nH]1)C(=O)c1ccc(Br)cc1 (centres undefined)	-16	11	10	97	11	4	98	101	99	101	98
c1ccc(Nc2cc(-c3ccccc3)nc3ncnn23)cc1	6	42	x	u	17	5	u	u	u	u	u
Brc1cc2c(cc1Br)OCCOCCOCCOCCO2	2	13	14	101	11	19	101	94	98	100	101
COc1ccc(NC(=O)c2ccc3c(SCC(=O)O)c4c(nc3c2)CCCC4)cc1Cl	-19	11	11	83	17	9	86	84	80	90	81
O=C(CNC(=O)c1ccccc1)N/N=C/c1ccc([N+](=O)[O-])o1	-16	9	x	103	-7	13	102	94	100	103	100
CCOC(=O)c1cc2c(ccn2C)n1Cc1ccccc1C	-25	24	x	100	23	13	97	98	99	102	99
O=C(Nc1cnccn1)c1cccc(C(F)(F)F)c1	-16	45	-10	95	9	6	94	102	97	97	97
O=C(Cn1cc(F)c(=O)[nH]c1=O)NCCO	-29	12	18	97	4	10	96	98	98	100	101
COCCNC(=O)/C(C#N)=C/c1ccc(SC)cc1	-21	16	9	98	-16	27	94	102	99	97	93
O=C(NCC1CCCN(C(=O)c2cccnc2)C1)c1ccc(-c2ccccc2)cc1 (centres undefined)	-25	11	7	99	-17	13	96	102	98	96	95
CCOC(=O)C1=C(C)Nc2ncnn2C1c1cc(Br)ccc1F (centres undefined)	-1	20	x	102	4	14	99	104	104	102	102
O=C(NCCCN1CCCC1=O)c1ccc2c(c1)NC(=O)C(N1CCOCC1)S2 (centres undefined)	-12	12	x	103	4	10	100	103	104	106	105
Cc1cccc(C(=O)NC(=S)NNC(=O)COc2ccc(Cl)cc2)c1	-56	21	5	91	-14	10	87	97	93	93	89
